Source: PubChem BioAssay
APOBEC3G inh: inhibitors of human APOBEC3G DNA deaminase. recombinant A3G, ssDNA deamination FAM/TAMRA fluorescence. inhibition, % at 20 µM. 330,000 tested, 0.28% active;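 active = inhibition of at least 40% at 20 µM, with no more than 30% in the related APOBEC3A deaminase screen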;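 note: plate controls were DMSO wells with A3G for no effect and wells lacking A3G enzyme for full effect; some compounds called inactive have numbers as strong as hits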
SENP1 FRET inh: blocks the human SENP1 SUMO protease catalytic domain. 360,000 tested, 0.21% active. AID 624204. Q9P0U3. inhibition, % at 10 µM. recombinant SENP1 catalytic domain, CyPet-SUMO1-YPet FRET cleavage;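 active = inhibition at least 30% at 10 µM, raw YFP signal under a set limit, fluorescence ratio 0.5 to 1.5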;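 note: 0% = enzyme with DMSO and 100% = no enzyme wells; some results filed as inactive read as strong as hits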
Target sequence (Q9P0U3 419-644 limits assumed): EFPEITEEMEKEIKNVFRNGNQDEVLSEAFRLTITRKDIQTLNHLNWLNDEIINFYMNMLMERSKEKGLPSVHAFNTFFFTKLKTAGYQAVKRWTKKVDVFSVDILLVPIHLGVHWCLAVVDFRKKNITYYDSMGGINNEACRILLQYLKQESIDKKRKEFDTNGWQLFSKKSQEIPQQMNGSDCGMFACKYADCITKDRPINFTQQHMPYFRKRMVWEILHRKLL
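Controls: no-enzyme wells low, DMSO-plus-enzyme wells high control. Test system: human recombinant His6-tagged SENP1 catalytic domain enzyme. Reagent: SFCypet-SUMO1-SFYpet FRET protein substrate, 25 nM final. Doses: one dose per compound, 10 µM, 0.5% DMSO. Detection: FRET, CFP and YFP emission. Timing: 50 min reaction at room temperature.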
hIAP activ: human IAP activation; activation factor at 10 µM; purified human IAP, CDP-Star luminescence, 30 min; stronger effect = higher value; 1 = vehicle-only enzyme, 0 = enzyme-free background; AID 2524; 330,000 tested, 0.16% active; P09923;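 active = activation factor of the enzyme at least 2-fold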; note: the source names both 10 and 20 µM as test concentration; values of inactives mirror those of a sister screen read the other way
Target sequence (P09923 whole entry, looked up): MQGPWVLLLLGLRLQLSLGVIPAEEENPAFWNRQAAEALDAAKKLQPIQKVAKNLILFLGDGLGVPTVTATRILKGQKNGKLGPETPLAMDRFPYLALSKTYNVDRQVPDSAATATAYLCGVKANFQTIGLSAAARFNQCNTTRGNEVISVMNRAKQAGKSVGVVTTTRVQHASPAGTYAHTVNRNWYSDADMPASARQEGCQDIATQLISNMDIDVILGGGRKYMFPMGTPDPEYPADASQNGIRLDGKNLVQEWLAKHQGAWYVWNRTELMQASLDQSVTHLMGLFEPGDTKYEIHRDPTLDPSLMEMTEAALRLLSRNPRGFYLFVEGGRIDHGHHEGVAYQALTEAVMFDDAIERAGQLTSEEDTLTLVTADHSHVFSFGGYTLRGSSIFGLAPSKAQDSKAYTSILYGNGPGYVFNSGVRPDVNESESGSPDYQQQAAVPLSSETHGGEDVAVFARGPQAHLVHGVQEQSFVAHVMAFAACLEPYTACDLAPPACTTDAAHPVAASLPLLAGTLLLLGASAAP
APOBEC3A inh: human APOBEC3A DNA deaminase inhibition; P31941; recombinant A3A, FAM/TAMRA ssDNA deamination fluorescence; inhibition, % at 20 µM; 330,000 tested, 0.41% active;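 active = at least 40% inhibition at 20 µM here, with at most 30% in a related deaminase screen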;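 note: plate controls were A3A with DMSO for no effect and wells lacking A3A enzyme for full effect; some results filed as inactive read as strong as hits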
Target sequence (P31941 whole entry, looked up): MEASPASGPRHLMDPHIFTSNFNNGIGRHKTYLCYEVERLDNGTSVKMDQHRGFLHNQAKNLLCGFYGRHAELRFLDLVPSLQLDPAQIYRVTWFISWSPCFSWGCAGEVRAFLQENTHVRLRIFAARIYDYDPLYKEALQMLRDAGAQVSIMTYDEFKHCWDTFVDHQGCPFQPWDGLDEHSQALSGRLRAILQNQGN
mIAP block: blocks mouse intestinal alkaline phosphatase | 330,000 tested, 0.2% active | AID 2806 | inhibition, % at 10 µM | purified mouse IAP, CDP-Star luminescence, 30 min;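 active = inhibition of at least 40% at 10 µM in the primary screen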;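 note: plate controls were DMSO with enzyme for no effect and no enzyme wells for full effect; values of inactives mirror those of a sister screen read the other way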
beta cell repl: induces beta-cell replication in MIN6 cells; MIN6 cells proliferation, ATPlite luminescence, 48 h; cells starved in 0.2% serum; 100% = growth in 10% serum; proliferation, % at 10 µM; 330,000 tested, 0.29% active;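 active = compounds whose signal lies at least 3.5 SD above the mean of all wells on their plate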;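 note: 0% = DMSO-treated cells in low-serum medium and 100% = 10% serum control; some compounds called inactive have numbers as strong as hits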
mIAP act: mouse IAP activation; 330,000 tested, 0.24% active; muIAP, CDP-Star luminescence, 30 min; stronger effect = higher value; 1 = vehicle-only enzyme signal, 0 = enzyme-free wells; activation factor at 10 µM;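 active = activation factor of at least 2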; note: the source names both 10 and 20 µM as test concentration; values of inactives mirror those of a sister screen read the other way
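also added = chemiluminescent substrate CDP-Star | test system = mouse IAP enzyme | signal = chemiluminescence readout | compound = DMSO-dissolved test compounds | incubation = 30 min at room temperature | benchmarks = DMSO wells, no-enzyme wells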
NALP3 yeast inh: blocks the NALP3 inflammasome reconstituted in yeast | Yeast reconstituted NLRP3/ASC/caspase-1, beta-gal luminescence, 24 h | inhibition, % at 10 µM | 330,000 tested, 0.39% active;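 active = inhibition of 50% or more; inactive = inhibition below 50%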;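 note: plate controls were induced DMSO wells for no effect and uninduced yeast grown without galactose for full effect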
hIAP block: human IAP inhibition; P09923; inhibition, % at 10 µM; 330,000 tested, 0.12% active; AID 2544; purified IAP, CDP-Star luminescence, 30 min;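 active = inhibition reaching a set limit with compound at 10 µM in the primary screen, cut at about 35% in these data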;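 note: plate controls were DMSO wells with enzyme for no effect and no-enzyme buffer wells for full effect; values of inactives mirror those of a sister screen read the other way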
* hit, by the source's call; . = not tested or not shown. Only part of the results is shown (hit frequency here may not be typical).

1) Cc1ccc(OCC(=O)Nc2cccc3c2CCCC3)cc1C
2) Cc1ccc(Cn2nnc3c(=O)n(CC(=O)NCc4ccccc4)cnc32)cc1
3) O=C(c1cn(-c2ccccc2)nc1-c1cccs1)N1CCN(c2ccccn2)CC1
4) CCCNC(=O)COC(=O)c1ccccc1C(=O)c1ccc(Cl)c([N+](=O)[O-])c1
5) Cc1ccc2c(CC(=O)N3CCN(c4ccccc4)CC3)coc2c1
6) CCOC(=O)C1=C(C)NC(=S)NC1/C=C/c1ccccc1 (stereo not given)
7) CC(NC(=O)COc1ccccc1)C(=O)NCc1ccccc1Cl (stereo not given)
8) Cc1ccc(-c2csc(NC(=O)c3ccc(-c4ccccc4)cc3)n2)o1

Screen / compound no.	1	2	3	4	5	6	7	8
mIAP block	5.1	9.9	1.0	4.4	-9.5	2.4	2.8	13.7
SENP1 FRET inh	1.9	0.3	-0.2	-0.2	-2.6	0.4	-0.7	-1.6
hIAP activ	0.918	1.08	0.904	1.07	1.07	1.21	0.935	0.862
NALP3 yeast inh	8.2	2.4	5.3	15.4	27.4	18.4	9.2	30.7
APOBEC3G inh	-5.5	-3.4	-0.8	-4.9	-5.6	-5.8	-2.0	-8.5
hIAP block	8.2	-7.8	9.6	-7.4	-7.0	-21.0	6.5	13.8
mIAP act	0.949	0.901	0.99	0.956	1.09	0.976	0.972	0.863
APOBEC3A inh	-2.3	-1.6	-0.3	1.7	-11.7	-3.1	5.3	-4.3
beta cell repl	-0.9	-3.8	-3.2	-5.6	-2.9	-2.1	-4.2	-6.2

9) C/C(N)=C(/C#N)C(=O)COC(=O)c1cc2c(s1)CCCC2
10) CC(C)N1C(=O)CCC1C(=O)NCc1ccccc1Cl (stereo not given)
11) COc1ccccc1-c1cnn2c(N3CCOCC3)cc(C)nc12
12) Cc1ccc(/C=N/NC(=O)c2ccco2)cc1
13) O=Cc1ccc2noc(-c3ccc(Cl)cc3)c2c1
14) c1ccc(-c2ccc3[nH]ccc3c2)cc1
15) COc1cccc(CNC(=O)CCNS(=O)(=O)c2ccc(C)cc2)c1
16) CCOc1cc(CNn2cnnc2)cc(Br)c1OCC(=O)NC(C)(C)C

Screen / compound no.	9	10	11	12	13	14	15	16
mIAP block	1.5	-6.2	1.9	7.6	12.7	-4.7	-7.7	-3.2
SENP1 FRET inh	-1.8	1.9	-1.6	2.5	-64.3	-4.9	0.7	0.3
hIAP activ	0.962	1.27	1.11	1.01	0.844	0.974	1	1.09
NALP3 yeast inh	8.5	17.4	13.6	13.6	-4.1	32.0	17.4	-4.0
APOBEC3G inh	-6.3	-7.4	-4.7	-10.9	2.6	-6.1	6.3	-7.6
hIAP block	3.8	-26.6	-11.4	-1.5	15.6	2.6	-0.1	-8.7
mIAP act	0.985	1.06	0.981	0.924	0.873	1.05	1.08	1.03
APOBEC3A inh	4.4	1.5	1.6	-4.9	3.1	-5.1	-0.1	-4.3
beta cell repl	-1.1	-0.4	-2.0	-1.6	-3.4	1.8	1.6	1.1

17) O=C(CNC(=O)c1ccc(Br)o1)NNC(=O)c1ccc(Br)cc1
18) CCOC(=O)N1CCC(C(=O)Nc2ccc(OCC)cc2)CC1
19) N#Cc1ccc(CN2CCN(C(=O)CN3C(=O)NC4(CCCC4)C3=O)CC2)cc1
20) CCc1ccc(C(=O)CSc2ncn[nH]2)cc1
21) O=C(Nc1cccc(NC(=O)N2CCN(c3ccccc3)CC2)c1)N1CCN(c2ccccc2)CC1
22) CCC1S/C(=N/N=C/c2ccco2)N(Cc2ccc(F)cc2)C1=O (stereo not given)
23) Cc1cc(/C=C(\C#N)C(=O)Nc2ccccc2)c(C)n1-c1ccc(C(=O)O)cc1
24) Cc1cc(C)c(S(=O)(=O)Nc2ccccc2C(=O)OCC(=O)NCc2ccccc2)c(C)c1

Screen / compound no.	17	18	19	20	21	22	23	24
mIAP block	2.4	1.6	6.5	4.4	-34.7	3.9	6.3	9.2
SENP1 FRET inh	1.7	2.2	0.1	2.2	-2.5	2.5	-30.8	2.4
hIAP activ	1.12	1	0.995	1.06	1.28	1.18	0.927	0.936
NALP3 yeast inh	24.6	9.9	14.6	8.5	26.6	18.2	20.9	25.0
APOBEC3G inh	-5.8	-3.2	-12.7	-1.8	0.3	-1.5	-2.0	-2.2
hIAP block	-11.6	-0.1	0.5	-6.3	-27.8	-17.5	7.3	6.4
mIAP act	0.976	0.984	0.935	0.956	1.35	0.961	0.937	0.908
APOBEC3A inh	-2.3	0.7	-6.4	-0.1	6.2	0.9	2.2	-1.3
beta cell repl	-0.4	2.2	3.3	-2.5	-2.1	-0.7	1.8	-2.6

25) CC1CCC(NC(=O)C2CCC(CNS(=O)(=O)c3cccc4cccnc34)CC2)CC1 (stereo not given)
26) CC1(c2nnc(-c3cccc(Cl)c3)o2)CC(c2ccc(OC(F)(F)F)cc2)=NO1 (stereo not given)
27) COC(=O)c1ccccc1NS(=O)(=O)c1ccc(F)cc1
28) COc1ccc(N2C(=O)CS(=O)C(c3ccccc3)C2=O)cc1 (stereo not given)
29) COc1ccc(-c2nnc3sc(-c4cccs4)nn23)cc1OC
30) Cc1cc(NC(=O)CCS(=O)(=O)c2ccc(F)cc2)no1
31) O=C(O)/C(=C/c1ccco1)c1ccccc1
32) CCCN(CCC)CCCNC(=S)Nc1ccc2nc(N3CCCC3)cc(C)c2c1

Screen / compound no.	25	26	27	28	29	30	31	32
mIAP block	2.6	0.5	-13.7	16.9	-12.8	9.2	-4.4	-5.5
SENP1 FRET inh	0.4	1.6	1.7	0.4	1.6	0.6	.	-30.2
hIAP activ	1.06	0.967	0.982	1.09	1.14	1.02	1.02	1.06
NALP3 yeast inh	10.1	10.6	-82.2	20.9	13.6	9.8	14.9	17.4
APOBEC3G inh	-4.8	-5.6	2.4	54.3*	-3.0	-4.7	-0.8	-1.9
hIAP block	-5.6	3.3	1.8	-9.4	-14.0	-2.3	-2.3	-6.5
mIAP act	0.974	0.995	1.14	0.831	1.13	0.908	1.04	1.05
APOBEC3A inh	-4.8	-2.9	2.3	-3.8	-3.4	-2.0	-1.8	1.0
beta cell repl	-2.6	-4.7	-2.0	-3.8	0.7	2.5	1.9	-5.5

33) O=C(NC1CCCCC1)C(c1ccc2ncccc2c1)N(Cc1ccc2c(c1)OCO2)C(=O)c1cccs1 (stereo not given)
34) S=C(NCc1cccnc1)Nc1ccc(Oc2ccc(Cl)cc2)cc1
35) CN(C)CC/C=C1\c2ccccc2Sc2cc(F)c(Cl)cc21
36) O=C(CSc1ncc(-c2ccccc2)[nH]1)Nc1ccccc1F
37) CN(C)CCP(=O)(c1ccccc1)c1ccccc1
38) Cc1cc(NC(=O)Cn2c(=O)n(Cc3ccccc3)c(=O)c3ccccc32)no1
39) O=C(CCCCCN1C(=O)CCC1=O)Nc1ccc2c(c1)OCCO2
40) COc1ccc(-c2noc(=O)n2CC(=O)N2CCC(Cc3ccccc3)CC2)cc1

Screen / compound no.	33	34	35	36	37	38	39	40
mIAP block	9.4	-74.3	-1.3	13.0	0.2	-0.4	-9.2	-3.1
SENP1 FRET inh	0.2	2.4	-1.3	0.3	2.4	1.2	0.0	1.0
hIAP activ	0.999	1.2	0.928	1.12	0.917	1.64	1.07	1.04
NALP3 yeast inh	6.4	35.2	25.6	-3.9	7.1	9.4	6.1	17.0
APOBEC3G inh	-1.1	-6.2	-5.5	-1.8	-1.5	-5.2	-8.9	-8.8
hIAP block	0.1	-19.9	7.2	-12.5	8.3	-63.9	-6.7	-4.0
mIAP act	0.906	1.74	1.01	0.87	0.998	1	1.09	1.03
APOBEC3A inh	2.4	-7.8	-3.3	2.1	0.6	-0.6	-9.1	3.8
beta cell repl	-2.2	-3.8	-4.1	-3.5	-1.9	-4.3	-2.4	2.1

41) Cc1cc(C)cc(-n2c(C)cc(/C=C3\C(=N)N4N=C(CC(C)C)SC4=NC3=O)c2C)c1
42) CCCn1cc(S(=O)(=O)c2ccccc2)c(=O)c2cc(OC)c(OC)cc21
43) COCc1cc(=O)n2[nH]c(-c3ccsc3-n3c(C)ccc3C)cc2n1
44) COc1ccc(/C=N/NC(=O)NC23CC4CC(CC(C4)C2)C3)c(OC)c1
45) COc1ccc(Br)cc1CNC(=O)CCc1nc(-c2ccccc2F)no1
46) COc1cc(OC)c(C2Nc3ccccc3NC3=C2C(=O)CC(C)(C)C3)cc1OC (stereo not given)
47) Cc1cc(/C=N/NC(=O)C(=O)N2CCCC2)c(C)n1-c1cccc(Br)c1

Screen / compound no.	41	42	43	44	45	46	47
mIAP block	15.7	6.5	56.1*	5.1	-4.1	-2.3	-6.1
SENP1 FRET inh	-103.6	1.3	-6.7	0.3	1.7	5.6	0.4
hIAP activ	0.942	0.97	0.905	1.12	0.908	1.37	1.06
NALP3 yeast inh	24.5	13.8	7.6	-2.9	33.3	15.3	3.8
APOBEC3G inh	-4.8	1.3	52.6	-2.8	-5.6	-2.4	1.2
hIAP block	5.8	3.0	9.5	-11.8	9.2	-36.9	-6.3
mIAP act	0.843	0.935	0.439	0.949	1.04	1.02	1.06
APOBEC3A inh	-5.5	0.3	56.6	-1.2	-1.6	-1.4	3.2
beta cell repl	-6.2	3.3	-3.4	-0.4	1.7	-0.5	-4.7

Grouped by structure, those above with fluorine (7)
22) CCC1S/C(=N/N=C/c2ccco2)N(Cc2ccc(F)cc2)C1=O (stereo not given)
26) CC1(c2nnc(-c3cccc(Cl)c3)o2)CC(c2ccc(OC(F)(F)F)cc2)=NO1 (stereo not given)
27) COC(=O)c1ccccc1NS(=O)(=O)c1ccc(F)cc1
30) Cc1cc(NC(=O)CCS(=O)(=O)c2ccc(F)cc2)no1
35) CN(C)CC/C=C1\c2ccccc2Sc2cc(F)c(Cl)cc21
36) O=C(CSc1ncc(-c2ccccc2)[nH]1)Nc1ccccc1F
45) COc1ccc(Br)cc1CNC(=O)CCc1nc(-c2ccccc2F)no1

Screen / compound no.	22	26	27	30	35	36	45
mIAP block	3.9	0.5	-13.7	9.2	-1.3	13.0	-4.1
SENP1 FRET inh	2.5	1.6	1.7	0.6	-1.3	0.3	1.7
hIAP activ	1.18	0.967	0.982	1.02	0.928	1.12	0.908
NALP3 yeast inh	18.2	10.6	-82.2	9.8	25.6	-3.9	33.3
APOBEC3G inh	-1.5	-5.6	2.4	-4.7	-5.5	-1.8	-5.6
hIAP block	-17.5	3.3	1.8	-2.3	7.2	-12.5	9.2
mIAP act	0.961	0.995	1.14	0.908	1.01	0.87	1.04
APOBEC3A inh	0.9	-2.9	2.3	-2.0	-3.3	2.1	-1.6
beta cell repl	-0.7	-4.7	-2.0	2.5	-4.1	-3.5	1.7
